Assay outcomes: PubChem, several laboratories
OX1R antagonist = OX1R (HCRTR1) antagonists, primary screen, fluorescence, CHO/OX1R cells, Fluo-8 calcium, orexin A; Orexin/Hypocretin receptor type 1 (Homo sapiens), O43613; Fluo-8 calcium fluorescence; inhibition, % at 5 µM; hit rate 0.43% among 330,000; AID 434989, 2010;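 active = inhibition above its plate's threshold, mean inhibition of all tested compounds on the plate plus 3 SD, cut at about 37% in these data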;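 also: 0% = orexin A challenge wells and 100% = SB-334867-A antagonist wells; not every result past the cut was called active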
Target sequence (O43613 whole entry, looked up): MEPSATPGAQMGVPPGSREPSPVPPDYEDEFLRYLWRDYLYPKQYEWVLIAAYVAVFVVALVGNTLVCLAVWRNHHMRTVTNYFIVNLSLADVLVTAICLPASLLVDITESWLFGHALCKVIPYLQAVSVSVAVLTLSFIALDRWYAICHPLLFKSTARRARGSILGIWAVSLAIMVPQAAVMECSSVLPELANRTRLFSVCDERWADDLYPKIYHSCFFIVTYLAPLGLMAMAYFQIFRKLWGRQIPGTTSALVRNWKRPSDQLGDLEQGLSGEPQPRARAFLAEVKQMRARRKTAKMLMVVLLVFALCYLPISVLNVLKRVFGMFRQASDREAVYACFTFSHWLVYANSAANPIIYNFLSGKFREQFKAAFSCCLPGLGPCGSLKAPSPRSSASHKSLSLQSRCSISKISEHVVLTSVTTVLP
CHT PAM = CHT positive allosteric modulators, primary screen, cell-based, membrane potential dye, choline EC20. High affinity choline transporter 1 (Homo sapiens), Q9GZV3. CHT-expressing cells; stronger effect = higher value; LV-AA mutant CHT in HEK293 cells. B-score at 10 µM. hit rate 0.49% among 310,000. AID 488977, 2010;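 active = initial fluorescence not abnormally high and integrated response B-score, plate-corrected, over 3 SD above library mean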
Target sequence (Q9GZV3 whole entry, looked up): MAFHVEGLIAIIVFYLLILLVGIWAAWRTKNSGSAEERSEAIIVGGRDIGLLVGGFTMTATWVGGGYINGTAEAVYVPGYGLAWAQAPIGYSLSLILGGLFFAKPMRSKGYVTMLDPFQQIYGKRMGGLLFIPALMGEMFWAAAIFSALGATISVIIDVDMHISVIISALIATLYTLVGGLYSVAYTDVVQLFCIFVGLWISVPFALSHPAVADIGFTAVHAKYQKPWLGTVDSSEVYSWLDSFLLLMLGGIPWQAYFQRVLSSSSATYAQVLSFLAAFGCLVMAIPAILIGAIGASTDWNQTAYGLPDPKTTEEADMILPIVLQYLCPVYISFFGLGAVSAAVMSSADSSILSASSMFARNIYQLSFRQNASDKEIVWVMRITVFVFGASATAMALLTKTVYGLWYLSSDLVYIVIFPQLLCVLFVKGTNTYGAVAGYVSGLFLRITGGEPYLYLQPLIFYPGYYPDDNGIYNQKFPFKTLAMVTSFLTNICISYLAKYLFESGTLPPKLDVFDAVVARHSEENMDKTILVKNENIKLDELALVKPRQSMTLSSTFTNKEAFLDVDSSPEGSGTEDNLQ
Starred values were filed as active, the others as inactive; i = inactive; / = no result given.

Each structure is followed by: CHT PAM	OX1R antagonist
O=P(c1ccccc1)(c1ccccc1)C(O)c1ccc(Br)cc1 (stereo not given)
    i	-6
Cc1[nH]c(C)c(S(=O)(=O)N2CCN(c3ccccc3)CC2)c1C(=O)N1CCCCC1
    i	-7
COc1cc(CNCCc2ccccc2)ccc1OCC(=O)NC(C)(C)C
    i	-39
COc1ccc(-c2cc(C(F)(F)F)n3nc(C(=O)NCc4ccco4)cc3n2)cc1
    i	-43
COc1ccc2c(c1)C(=O)N(c1ccccc1OC)C(=O)C2
    i	-25
COC(=O)Cc1ccc(NC(=S)NCc2ccco2)cc1
    i	-10
Cc1nc2c(c(=O)c3ccccc3n2C)c(=O)n1C1CCCCCC1
    i	-13
O=C(O)C1(NS(=O)(=O)c2ccc(Cl)cc2)CCCCC1
    i	-10
CC(C)(C)OC(=O)NCCCC[C@H](NC(=O)c1nc[nH]c1C(=O)NC(c1ccccc1)c1ccccc1)C(=O)OC(C)(C)C
    i	-28
Cc1ccc(CS(=O)(=O)CCC(=O)NCc2ccccn2)cc1
    i	-10
C/C=C(\C)CN1CCc2cc(OC)c(OC)cc2C1
    i	-14
CC(CC(=O)NC(C)c1ccc2c(c1)OCCO2)c1ccccc1 (stereo not given)
    i	-16
COc1ccc(C2C(C(C)=O)=C(O)C(=O)N2c2ccc(O)cc2)cc1 (stereo not given)
    i	-13
COc1ccc(N(CC(=O)Nc2ccc(C)cc2C)S(=O)(=O)c2ccccc2[N+](=O)[O-])c(OC)c1
    i	-18
Cc1cc(C(=O)N/N=C/c2cc(N=Nc3ccccc3)ccc2O)n[nH]1
    i	-18
O=C(c1cccc(Cl)c1)N1CCN(S(=O)(=O)c2ccc(Cl)s2)CC1
    /	-15
CCN(CC(=O)Nc1c(F)cccc1F)C(=O)C1CC1
    /	-4
COc1ccc(-c2csc(NC(=O)CSc3nc4ccccc4c(=O)[nH]3)n2)cc1
    i	-16
Cc1ccccc1NC(=O)c1cccc(N2C(=O)C3CCC(C)CC3C2=O)c1 (stereo not given)
    i	-15
CCOc1ccccc1N(C)C(=O)C1CCN(S(=O)(=O)c2cccc3nonc23)CC1
    i	-16
O=C(COC(=O)c1cccc(-n2cnnn2)c1)c1ccc(F)cc1
    i	-6
O=C1NC(=Nc2ccc(O)cc2)S/C1=C\C=C\c1ccco1
    i	-25
COc1ccc(CNC(=O)C[C@H]2C[C@H](C(=O)N3CCCCC3)[C@@]3(C)c4[nH]c5cc(CCC(=O)N(C)C)ccc5c4CCN3C2=O)cc1OC
    /	-16
Cc1ccc(S(=O)(=O)NC2CC(C)(C)NC(C)(C)C2)cc1
    i	-13
Cn1cnnc1Sc1ccc(C(=O)NCCC23CC4CC(CC(C4)C2)C3)cc1[N+](=O)[O-]
    i	-35
CC(=O)NCCc1ccc(S(=O)(=O)Nc2ccc(C)c(S(=O)(=O)N3CCOCC3)c2)cc1
    i	-6
O=C(CSCC(=O)N1CCCCC1)OCC(=O)c1c[nH]c2ccccc12
    i	-18
CCCSc1nc2ccsc2c(=O)n1CC
    i	-21
COc1ccccc1CCC(=O)Nc1nccs1
    i	-10
Cn1c(SCc2cccc(Br)c2)nc2c1c(=O)[nH]c(=O)n2C
    i	-19
FC(F)(F)c1ccc(Cl)c(-n2c(-c3cc(C4CC4)[nH]n3)n[nH]c2=S)c1
    i	-3
Cc1ccc2c(c1)N(C(=O)CCC(=O)NC1CCC(C)CC1)CCO2 (stereo not given)
    i	-22
CCCCN(C(=O)c1ccc(NC2CC2)c([N+](=O)[O-])c1)c1c(N)n(CC(C)C)c(=O)[nH]c1=O
    /	-11
N#Cc1c(C(F)(F)F)cc(-c2ccccc2)n(N)c1=O
    i	2
Clc1ccc(Nc2cc(-c3ccccc3)nc3ncnn23)cc1
    i	4
OCCN1CCN(CC(O)COc2ccc(Cl)cc2)CC1 (stereo not given)
    i	-7
COc1ccc(C2CC(=O)c3cnn(-c4nc(C)cc(C)n4)c3C2)cc1 (stereo not given)
    i	-34
Cc1ccc(O)c(-c2cc(-c3ccc(F)cc3)no2)c1
    i	-13
COCC(=O)N1CCC(Oc2ccc(C(=O)N(C)C3CCCCC3)cc2)CC1
    i	/
COC(=O)c1c(-c2cccc(C)c2)csc1N
    i	-22
COc1ccc(OC)c2sc(NC(=O)c3ccc(Cl)s3)nc12
    i	-17
CCN(CC)S(=O)(=O)c1cccc(C(=O)OCC(=O)Nc2ccc3c(c2)c2ccccc2n3CC)c1
    i	-3
COC(=O)c1[nH]c2cc(OC)ccc2c1NC(=O)CCN1CCN(c2cccc(C)c2C)CC1
    i	-9
CCOc1ccc(C(=O)NCc2ccc3c(c2)OCO3)cc1OCC
    i	0
CC1CN(Cc2nnc(-c3ccccc3)o2)CC(C)O1 (stereo not given)
    i	-4
Cc1c(NC(=O)c2ccc(F)cc2)c(=O)n(-c2ccccc2)n1C
    i	-23
Cc1ccc(CCN2CC(C(=O)NCCN3CCCCCC3)CC2=O)cc1 (stereo not given)
    i	-9
COc1ccccc1NC(=O)NCCN1CCN(c2cccc(Cl)c2)CC1
    i	-17
Cc1ccc([N+](=O)[O-])cc1N=C(c1cccc(Br)c1)N1CCOCC1
    i	-9
C[C@H](CO)N1C[C@H](C)[C@@H](CN(C)S(=O)(=O)c2ccccc2)Oc2c(cccc2N(C)C)C1=O
    /	-27
Cc1cc(C)n(-c2nnc(C)c(=O)[nH]2)n1
    i	-3
O=C(O)CC1(CC(=O)NCc2csc(-c3cccs3)n2)CCCCC1
    i	-8
c1ccc2sc(SN3CCOCC3)nc2c1
    i	-4
CC(C)Cn1c(=O)c2ccccc2n2c(CCC(=O)NCC3CCCO3)nnc12 (stereo not given)
    i	-20
NC(=O)c1cc([N+](=O)[O-])ccc1NCc1cccnc1
    i	-22
CCN(Cc1ccccc1)C(=O)COC(=O)c1c(C)nsc1NC
    /	24
COc1ccc(Oc2nc(Oc3ccc(OC)cc3)nc(Oc3ccc(OC)cc3)n2)cc1
    i	-22
COc1cc(/C=C(\C#N)C(=O)Nc2ccc3c(c2)OCCO3)ccc1O
    i	-12
COc1ccc(CN2C(=O)c3cccnc3C2Nc2cc(Cl)ccc2OC)cc1 (stereo not given)
    i	-18
COc1cccc(NC(=O)c2cccc(OC)c2OC)c1
    i	-26

Whole records as entered above. Order of screens: CHT PAM | OX1R antagonist
Profile of COc1ccc(CN2C(=O)c3cccnc3C2Nc2cc(Cl)ccc2OC)cc1 (stereo not given) → i | -18
Profile of COc1ccc(C2CC(=O)c3cnn(-c4nc(C)cc(C)n4)c3C2)cc1 (stereo not given) → i | -34
Profile of CC(CC(=O)NC(C)c1ccc2c(c1)OCCO2)c1ccccc1 (stereo not given) → i | -16
Profile of c1ccc2sc(SN3CCOCC3)nc2c1 → i | -4
Profile of COc1ccc2c(c1)C(=O)N(c1ccccc1OC)C(=O)C2 → i | -25

(list continues)
Each structure is followed by: CHT PAM	OX1R antagonist
O=c1cc(-c2c(F)c(F)c(F)c(F)c2F)oc2c(F)c(F)c(F)c(F)c12
    i	43*
O=C(COC(=O)c1ccc(Br)o1)NCC(=O)Nc1ccc(F)cc1
    /	-5
COc1ccc2c(c1)CC/C(=C/c1ccncc1)C2=O
    i	-8
COc1ccc(NC(=O)CC2SC(N)=NC2=O)c([N+](=O)[O-])c1 (stereo not given)
    i	-9
COC1Cc2ccccc2N(C(=O)N2CCN(CCO)CC2)c2ccccc21 (stereo not given)
    i	-16
COc1cccc(N(C(=O)c2ccco2)C(C(=O)NC2CCCC2)c2ccc(N3CCOCC3)cc2)c1 (stereo not given)
    i	-21
c1ccc(-n2nnnc2Cc2nnnn2-c2ccccc2)cc1
    i	-11
CCc1nc(SCC(=O)NCc2ccc(F)cc2)c2c(=O)n(C)c(=O)n(C)c2n1
    i	11
Cc1ccnc2nc(C(=O)NC3=NCCS3)nn12
    i	1
COc1ccc2c(c1)c(C(=O)N/N=C/c1cn(C)c3ccccc13)c(C)n2C
    i	-25
O=C1N=C(N2CCCC2)S/C1=C\c1cn[nH]c1-c1ccccc1
    i	-8
CC1(C)CC(=O)C(C(=O)/C=C/c2ccco2)C(=O)C1
    i	-4
COc1cccc(/C=C(\C#N)c2nc3ccc(C)cc3[nH]2)c1OCC(=O)O
    i	-19
COc1cccc2cc(-c3ccnc(=S)[nH]3)oc12
    i	2
COc1ccc(NC(=O)CSc2nnc(-c3ccccc3C)n2N)cc1
    i	-19
COc1ccc(C)cc1NC(=O)Cc1c(C(=O)O)n(C)c2ccccc12
    i	-13
Cc1ccc2c(c1)[C@@H]1[C@H](CO2)[C@H](c2ccccc2)[C@]2(C)C(=O)N[C@H](C)C(=O)N12
    /	-18
CCOC(=O)c1cc(-c2cc3ccccc3o2)nc2c1c(=O)[nH]c(=O)n2CCOC
    i	-12
CCc1nc(SCC(=O)NCC2CCCO2)c2oc3ccccc3c2n1 (stereo not given)
    i	-24
CCOC(CNC(=O)c1cccn2c(=O)c3cc(Cl)ccc3nc12)OCC
    i	-33
CN(CC(=O)Nc1cccc(F)c1)C(=O)/C=C/c1cc(Br)ccc1OC(F)F
    i	-11
O=C(Oc1cccc2cccnc12)c1cccc(N2C(=O)C3C4CCC(C4)C3C2=O)c1 (stereo not given)
    i	-4
O=C(O)CSc1c(-c2ccccc2)c2cc(Cl)ccc2[nH]c1=O
    i	-8
CCCCn1c(N)c(N(CCOC)C(=O)CSCc2ccc(C)cc2)c(=O)[nH]c1=O
    i	-24
COc1ccccc1CCc1nnc(CCC(=O)N(C)Cc2cccc3ncccc23)o1
    i	-39
O=C(Nc1ccccc1)c1cc2ccccc2[nH]1
    i	-10
CCCOc1ccccc1C(=O)N(Cc1ccco1)C1CCS(=O)(=O)C1 (stereo not given)
    i	-26
COc1ccc(C2C(C(=O)NCc3ccccn3)c3cc(OC)c(OC)cc3C(=O)N2C)cc1 (stereo not given)
    i	-20
O=C(NCc1ccccc1)C1=C[C@@H](C2CC2)C[C@@H](OCc2ccc(CO)cc2)O1
    i	-39
CCCn1c(N/N=C(C)\C=C\c2ccccc2)nc2c1c(=O)[nH]c(=O)n2C
    i	3
O=C(Nc1cccc(C(=O)N2CCCCC2)c1)c1ccc(Cl)cc1
    i	-30
O=C(CSc1ccccn1)Nc1cccc(S(=O)(=O)N2CCCC2)c1
    /	-6
CCOC(=O)c1c(S(=O)(=O)NCCCc2ccco2)c(C)n(C)c1C
    i	-14
COc1ccc(-c2nnc(SC)nc2-c2ccc(OC)c([N+](=O)[O-])c2)cc1[N+](=O)[O-]
    i	-9
CN1C[C@@H]2C[C@@H](c3cccn3-c3nccs3)N3CCC[C@@]23C1=O
    i	-17
O=C(Cn1cnc(S(=O)(=O)N2CCCC2)c1)Nc1ccc(OC(F)(F)F)cc1
    i	0
Cc1cccc(CN2C(=O)c3ccccc3Sc3ccc(C(=O)NCCN4CCOCC4)cc32)c1
    i	-37
N#Cc1c(/N=C/C=C/c2ccccc2)sc2c1CCCC2
    i	-25
CC(C)CC(CC(C)C)=NNC(=O)c1ccc2c(c1)OCO2
    i	-9
Cc1c(NC2=C(Cl)C(=O)N(c3ccccc3)C2=O)c(=O)n(-c2ccccc2)n1C
    i	-19
COc1ccc(/C=C(\C#N)C(=O)NC(C)c2ccccc2)cc1O (stereo not given)
    i	-28
c1nc(N2CCC3(CC2)OCCO3)c2[nH]cnc2n1
    i	-2
CC1(C)CC(=O)C(C=Nc2ccc(NC3=C(C#N)C(=O)CC(C)(C)C3)cc2)=C(O)C1
    i	-22
Cc1nn(C)c(Cl)c1CN1CCC(CO)(CC2CCCCO2)CC1 (stereo not given)
    i	-17
O=C(O)CC1(CC(=O)NCc2ccc(C(F)(F)F)cc2)CCCCC1
    i	-4
Cc1cccc(C)c1NC(=S)N=Nc1c(O)n(C)c2ccc(S(=O)(=O)N3CCOCC3)cc12
    i	8
Cc1nc(SCc2cccc(F)c2)c2oc3ccccc3c2n1
    i	-33
Cc1cc(C)c(S(=O)(=O)N2CCN(S(=O)(=O)N3CCOCC3)CC2)c(C)c1
    i	-21
O=C(Nc1cnccn1)Nc1ccccc1F
    i	-17
O=C1CC(N2CCN(c3ccccc3F)CC2)C(=O)N1c1ccc(F)cc1 (stereo not given)
    i	-9
CC(CC(=O)Nc1cc(S(=O)(=O)N2CCOCC2)ccc1OCC(F)(F)F)c1ccccc1 (stereo not given)
    /	-30
O=C(Cc1ccccc1)NNC(=O)c1ccccc1C(=O)O
    i	-2
CN(C)N1C(N)=C(C#N)C(c2ccc3c(c2)OCO3)C2=C1CCCC2=O (stereo not given)
    i	-20
O=C(C1CC=CCC1)N1CCN(C(=O)C2CC=CCC2)CC1 (stereo not given)
    i	-10
O=C(O)C(CCCCN1C(=O)C2C3C=CC(C3)C2C1=O)N1C(=O)C2C3C=CC(C3)C2C1=O (stereo not given)
    i	-5
COc1ccc(C(=O)Nc2nc(N)n(-c3ccccc3)n2)cc1OC
    i	-21
COc1ccc(NC(=O)c2c(F)cccc2F)cc1S(=O)(=O)Nc1ccc(Br)cc1
    i	6
Cc1ccc(CSc2nnc(-c3cccc(S(=O)(=O)N4CCOCC4)c3)n2C2CCCC2)cc1
    i	-14
COC(=O)C1(CCSC)NC(c2ccc(O)cc2)C2C(=O)N(c3ccc(F)cc3)C(=O)C21 (stereo not given)
    i	-19
